HT1080NT lethal: kills 2HG-producing HT-1080-NT fibrosarcoma cells; HT-1080-NT fibrosarcoma viability, CellTiter-Glo ATP luminescence, 48 h; Potency, µM (titrated, usually from 46.1 µM), for the others: at the highest dose activity, negative = less viability, usual class: cytotoxic; actives 1.6% (n = 360,000); AID 686970;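 also: NT is the 2HG producing partner of a matched IDH1 knockdown line; potency is read from the fitted curve at half-maximal effect; 0% = DMSO-treated cells and -100% = media-only wells without cells; nearly all actives have a fitted effect of over 55% in size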
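A 48-hour cytotoxicity screen used HT-1080-NT cells plated 2 hours before compound delivery. ATP-based CellTiter-Glo luminescence measured viability, normalized to DMSO and no-cell controls.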
IL-1B inflam inh: inhibitors of inflammasome signaling (IL-1 beta secretion). actives 4.7% (n = 360,000). activity change, % at 57.5 µM. THP-1 LPS/ATP IL-1B secretion, AlphaLISA, 16 h; stronger effect = lower value; in the data active = activity change below about -50%; inconclusive = mostly about -30% to -49%; also: % is scaled to controls: 0 for no effect and ±100 for the full control effect
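Secreted IL-1B measured by AlphaLISA bead assay after 16 h compound exposure of THP-1 cells; compounds (final up to 57.5 uM) added 1 h before LPS (250 ng/mL) and ATP (1.25 mM) stimulation; lower signal means less secretion.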
SW480 rerep: induces DNA re-replication in SW480 colon adenocarcinoma cells; actives 1.8% (n = 340,000); Potency, µM (highest dose often 46.1 µM), for inactives: at the top dose re-replication activation, hits mostly activators; AID 624297; SW480 DNA re-replication, Hoechst DNA content imaging, 48 h; also: potency is read from the fitted curve at half-maximal effect; % of control where 0% means no effect; nearly all actives have a fitted effect of over 55% in size
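Hoechst fluorescence of nuclei (405 nm excitation, 500-530 nm emission) measured by plate-scanning imager after 48 hr compound exposure at 37 C; re-replication scored as increased number of nuclei with elevated intensity.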
WRN helicase inh: WRN helicase (human) inhibition. Potency, µM (top dose mostly 114 µM), for inactives: at the top dose activity change, negative = inhibition, usual class: inhibitors. AID 651768. WRN helicase unwinding, fluorescent forked duplex, kinetic. Q14191. actives 0.46% (n = 360,000); also: potency is read from the fitted curve at half-maximal effect; % is scaled to controls: 0 for no effect and ±100 for the full control effect; nearly all actives have a fitted effect of over 55% in size
Target sequence (Q14191 whole entry, looked up): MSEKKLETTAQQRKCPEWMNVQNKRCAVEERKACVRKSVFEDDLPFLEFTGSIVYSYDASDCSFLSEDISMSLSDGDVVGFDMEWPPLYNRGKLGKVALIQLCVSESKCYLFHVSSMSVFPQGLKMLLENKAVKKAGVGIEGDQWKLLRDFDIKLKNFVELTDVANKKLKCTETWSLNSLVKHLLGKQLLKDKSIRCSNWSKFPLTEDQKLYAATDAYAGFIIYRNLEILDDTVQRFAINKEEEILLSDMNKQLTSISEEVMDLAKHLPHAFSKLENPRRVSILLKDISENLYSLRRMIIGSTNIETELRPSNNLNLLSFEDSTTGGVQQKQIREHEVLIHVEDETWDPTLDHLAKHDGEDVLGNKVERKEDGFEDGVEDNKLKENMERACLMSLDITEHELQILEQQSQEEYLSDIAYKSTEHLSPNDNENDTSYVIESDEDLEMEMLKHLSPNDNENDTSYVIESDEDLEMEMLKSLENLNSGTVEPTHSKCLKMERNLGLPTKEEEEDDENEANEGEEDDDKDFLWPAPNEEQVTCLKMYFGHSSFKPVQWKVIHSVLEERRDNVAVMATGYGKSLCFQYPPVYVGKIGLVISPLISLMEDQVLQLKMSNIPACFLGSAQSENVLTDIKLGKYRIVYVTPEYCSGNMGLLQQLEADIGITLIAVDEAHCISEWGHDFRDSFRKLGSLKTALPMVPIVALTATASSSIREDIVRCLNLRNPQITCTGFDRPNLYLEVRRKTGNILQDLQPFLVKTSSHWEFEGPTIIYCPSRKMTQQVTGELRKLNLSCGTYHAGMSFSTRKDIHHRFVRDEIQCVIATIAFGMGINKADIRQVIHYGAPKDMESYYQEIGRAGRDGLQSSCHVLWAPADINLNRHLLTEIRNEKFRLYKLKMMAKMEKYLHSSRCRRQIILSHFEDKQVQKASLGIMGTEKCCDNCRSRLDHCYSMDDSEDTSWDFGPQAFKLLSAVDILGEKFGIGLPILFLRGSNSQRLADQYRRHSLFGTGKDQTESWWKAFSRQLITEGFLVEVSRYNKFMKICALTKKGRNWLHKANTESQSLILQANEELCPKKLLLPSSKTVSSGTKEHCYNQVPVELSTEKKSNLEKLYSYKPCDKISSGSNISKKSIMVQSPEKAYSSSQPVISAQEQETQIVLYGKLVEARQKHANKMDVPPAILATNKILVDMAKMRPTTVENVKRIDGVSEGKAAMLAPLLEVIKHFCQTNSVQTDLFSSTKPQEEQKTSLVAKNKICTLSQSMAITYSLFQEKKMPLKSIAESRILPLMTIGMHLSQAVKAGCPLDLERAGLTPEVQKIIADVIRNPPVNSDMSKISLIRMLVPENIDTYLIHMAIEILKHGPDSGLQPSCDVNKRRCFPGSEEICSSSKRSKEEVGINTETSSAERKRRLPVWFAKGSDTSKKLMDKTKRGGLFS
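Fluorescence dequenching readout, ex 525 nm/em 598 nm, kinetic mode: forked duplex DNA (100 nM final) with adjacent fluorophore and quencher unwound by WRN (20 nM final) with 2 mM ATP. Compound preincubation 15 min, room temperature.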
KB-V1 MDR tox: kills drug-selected multidrug resistant KB-V1 cells; KB-V1 MDR cells viability, CellTiter-Glo, 72 h; Potency, µM (highest dose often 46.1 µM), for the others: at the top dose activity change, negative = cytotoxicity, most hits filed as cytotoxic; actives 3.4% (n = 400,000); AID 1347076; also: potency is read from the fitted curve at half-maximal effect; % is scaled to controls: 0 for no effect and ±100 for the full control effect; nearly all actives have a fitted effect of over 60% in size
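Readout: CellTiter-Glo luminescence, 10 min after addition. Cells: KB-V1 MDR subline, 72 h at 37 degrees C with compound. Analysis: corrected, normalized data fitted to concentration-effect curves.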
MCF10A rerep: DNA re-replication induction in MCF 10a cells; Potency, µM (top dose mostly 46.1 µM), inactives show at the top dose activity, positive = re-replication, hits mostly activators; actives 2.9% (n = 350,000); MCF 10A DNA re-replication, Hoechst nuclear intensity, 48 h; AID 624296; also: potency is read from the fitted curve at half-maximal effect; % of control where 0% means no effect; nearly all actives have a fitted effect of over 50% in size
ATXN2 expr inh: inhibitors of ATXN2 expression | actives 0.72% (n = 360,000) | HEK-293 ATXN2-luciferase reporter, luminescence, 24 h | Potency, µM (highest dose often 57 µM), without a hit: top-dose activity change, negative = inhibition, hits mostly inhibitors; also: potency is read from the fitted curve at half-maximal effect; % is scaled to controls: 0 for no effect and ±100 for the full control effect; nearly all actives have a fitted effect of over 55% in size
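ATXN2-luciferase reporter cells (luciferase flanked by upstream and downstream ATXN2 gene portions) were treated 24 h at 37 °C with compounds at up to 57 uM. SteadyGlo luminescence gave expression; GF-AFC fluorescence gave viability.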
KB-3-1 tox: kills parental KB-3-1 adenocarcinoma cells; KB-3-1 viability, CellTiter-Glo ATP luminescence, 72 h; Potency, µM (highest dose often 46.1 µM), inactives show at the top dose activity change, negative = cytotoxic, most hits filed as cytotoxic; actives 1.4% (n = 400,000); also: potency is read from the fitted curve at half-maximal effect; % is scaled to controls: 0 for no effect and ±100 for the full control effect; nearly all actives have a fitted effect of over 60% in size
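KB-3-1 parental drug-naive adenocarcinoma cells in DMEM/10% FBS, incubated 72 h at 37 C with pin-transferred compounds across a concentration series. Viability by CellTiter-Glo luminescence; concentration-response curves fitted after normalization.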
HT1080 IDH1KD tx: toxicity to HT-1080 IDH1 knockdown cells (counter line); HT-1080 IDH1 knockdown viability, ATP luminescence, 48 h; actives 2% (n = 360,000); Potency, µM (series often up to 46.1 µM), for the others: top-dose activity, negative = toxicity, most hits filed as cytotoxic;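 also: potency is read from the fitted curve at half-maximal effect; 0% = DMSO wells and -100% = cell-free medium wells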
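IDH1KD HT-1080 cells, 750/well, RPMI + 5% FBS; compound pinned after 2 h settling; 48 h, 37 °C; CellTiter-Glo luminescence; % activity normalised to DMSO and no-cell wells; curves fitted, classed by r2 and efficacy.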
Starred values were filed as active, the others as inactive; ? = inconclusive; nt = no result given; & = joins results of further samples; [ ] = another dose, or the depositor's remark. Unless noted, calls follow the shape of the dose curve; as a rule, active = well fitted curve in the direction sought with a large enough effect; inconclusive = small, poorly fitted or top-dose-only effect, or another doubt; inactive = no such curve, though single readings can be large; an effect the other way counts as inactive or inconclusive.

The line under a structure holds: HT1080NT lethal, IL-1B inflam inh, SW480 rerep, WRN helicase inh, KB-V1 MDR tox, MCF10A rerep, ATXN2 expr inh, KB-3-1 tox, HT1080 IDH1KD tx
- Cc1ccc2nc(-c3ccc(-c4cccc(Cl)c4)cc3)c(NCc3ccccc3)n2c1
  -1.2%, 8.0, 0.326µM*, -5.3%, 13.5%, ?, -5.3%, -0.1%, -11.4%
- COC(=O)c1ccc(CSc2nnc(Nc3ccccc3OC)s2)o1
  ?, -6.9, 16.8%, -15.6%, 8.6%, 9.2µM*, -16.7%, 10.2%, -10.6%
- COc1cc(/C(C)=N/NC(=O)CSc2nncn2C)ccc1OCc1ccccc1Cl
  20.7%, 31.9, 2.0%, 14.5%, 3.4%, ?, 4.2%, 21.1%, 14.8%
- CCC[C@@H](CN1CCC[C@H]1CN1C(N)=NC[C@H]1CC(C)C)N1C[C@@H](Cc2ccccc2)N(CCc2ccc(Cl)c(Cl)c2)C1=N
  -2.0%, -68.5*, ?, -9.0%, 0.0%, -33.5%[inhibitor], -10.3%, 0.0%, -1.9%
- C=CCn1c(C)cc(C)c(C#N)c1=O
  2.1%, -5.2, -10.8%, 0.1%, -1.1%, 3.8%, 5.0%, 7.6%, -0.8%
- O=C1c2ccccc2C(=O)N1CCCc1nc2ccccc2c(=O)n1CCCn1ccnc1
  11.7%, -9.0, 0.8%, -26.6%, -1.3%, 0.9%, -5.3%, 5.8%, 1.3%
- O=C(Nc1ccccc1C(=O)Nc1ccc(Br)cn1)c1ccccc1Cl
  0.6%, ?, -13.3%, -13.9%, ?, -1.5%, 5.2%, -18.6%, -5.2%
- COc1cc(C(C)=O)ccc1OCC(=O)NCc1ccccc1CN1CCCC1
  -1.6%, 0.0, nt, 3.8%, 2.8%, nt, nt, -6.9%, -9.0%
- CC(C)CCNCC(O)CON=C1c2ccccc2-c2ccccc21 (stereo not drawn)
  ?, ?, 27.3%, 16.3%, ?, ?, nt, -1.1%, ?
- CCOc1ccc(OCCC(=O)N(CC)CC(=O)Nc2c(F)cccc2F)cc1
  3.4%, 12.9, -3.4%, 0.0%, ?, 4.7%, 5.5%, -4.4%, -0.7%
- COc1ccc(-n2c(Cc3cc(=O)[nH]c(=O)[nH]3)nnc2SCC(=O)N2CCC(C)CC2)cc1
  8.3%, 1.8, -3.4%, 1.8%, 19.7%, -3.3%, 3.0%, -5.5%, 10.4%
- CCCCS(=O)(=O)N1CCCC(C(=O)NCCc2ccccc2)C1 (stereo not drawn)
  17.3%, -3.2, -2.5%, -1.6%, -15.5%, -3.7%, nt, 4.2%, 2.3%
- CC(=O)NC12CC3CC(C1)CC(C(=O)N(C)Cc1cccc(Cl)c1Cl)(C3)C2
  3.3%, -21.4, -0.4%, -2.6%, 15.2%, 4.8%, -26.3%, -1.7%, -4.5%
- C=Cc1ccc(Cn2c(C)c(C(=O)NCc3cccc(C)c3)sc2=O)cc1
  -20.7%, 0.0, nt, -13.2%[57.1 µM], ?, nt, -2.1%, -6.6%, ?
- CN(C)Cc1nc2ccccc2c(=O)n1CC#N
  6.7%, 0.0, 2.7%, 10.2%, 0.1%, 3.0%, -25.1%, 2.0%, 9.9%
- COC(=O)C1=CN(c2ccc(C(C)(C)C)cc2)C(N)=C(C#N)C1c1ccccc1F (stereo not drawn)
  -24.3%, 20.0, nt, 3.2%, ?, nt, nt, -16.3%, -23.7%
- CC(C)C(C(=O)NCC1CCCO1)N(Cc1ccccc1)C(=O)CNS(=O)(=O)c1ccccc1 (stereo not drawn)
  12.6%, -15.1, -0.3%, 3.8%, -26.6%, ?, -28.9%, -1.8%, 15.2%
- O=C(CCNC(=O)c1ccc(Br)cc1)NCC1COc2ccccc2O1 (stereo not drawn)
  0.0%, 11.9, 0.8%, -19.2%, nt, 0.3%, 47.0%[activator], nt, -3.7%
- COc1ccc(C(=O)Nc2ccc3c(c2)C(=O)c2ccccc2C3=O)cc1OC
  -2.9%, 10.7, -0.3%, -32.8%, 1.7%, -0.6%, 8.1%, -3.6%, 11.6%
- COc1ccccc1Oc1ccc(N2CC(C(=O)OCC(=O)c3ccccc3)CC2=O)cc1 (stereo not drawn)
  10.4%, 29.3, 0.6%, 0.5%, -3.7%, 1.1%, 1.9%, -6.6%, 9.1%
- CCCOC(=O)Cc1n[nH]c(=O)[nH]c1=O
  9.1%, 22.7, 4.2%, 7.4%, 0.0%, 1.3%, 0.4%, 9.1%, 7.9%
- O=C(C1=NN[C@@H]2C(=O)N(c3cccc(C(F)(F)F)c3)C(=O)[C@H]12)C(c1ccccc1)c1ccccc1
  -0.3%, 13.0, ?, -1.0%, 0.0%, 14.1%, 4.1%, -11.6%, 6.6%
- CCC(=O)NC(=S)Nc1ccc(NC(=O)c2ccco2)c(OC)c1
  -4.8%, -10.9, 7.9%, -27.5%, 0.0%, 21.6%, 3.1%, -8.0%, 4.8%
- CC(C)(C)NC(=O)N1CCN(c2nc(-c3ccccc3)ns2)CC1
  -4.5%, -2.5, ?, -35.7%, -9.8%, -4.8%, 18.7%, -5.1%, -3.3%
- Cc1nn(Cc2ccc(F)cc2)c2sc(C(=O)Nc3ccccc3N3CCOCC3)cc12
  1.4%, -16.5, 1.5%, -5.7%, 0.0%, 12.1%, 7.1%, -19.2%, 10.7%
- O=C(CCCOc1ccc(Cl)cc1)Nc1ccc(N2CCOCC2)cc1
  -1.8%, -4.5, -3.6%, 9.4%, -26.7%, -6.1%, nt, -0.1%, 3.3%
- COc1cc(Br)c(C(C)NC(=O)c2ccccc2)cc1OC (stereo not drawn)
  -7.4%, 10.4, -2.5%, -13.3%, -17.0%, 0.1%, -3.2%, -24.5%, -6.0%
- COC(=O)c1c(-c2c(Cl)cccc2Cl)noc1NC(=O)N(C)C
  7.3%, -25.1, -12.0%, -7.7%, -10.1%, ?, 34.4%, 10.0%, 1.6%
- CCCc1cc(C(=O)NNC(=S)NCC2CCCO2)cs1 (stereo not drawn)
  -0.6%, 9.1, -5.4%, 6.7%, 1.3%, 11.9%, -3.2%, 2.0%, 11.3%
- Nc1ccc(S(=O)(=O)N2CCCC2)cc1
  5.0%, 12.6, 0.3%, 3.5%, 6.4%, -2.1%, 3.1%, -8.5%, 9.6%
- N#Cc1ccccc1NC(=O)CNc1cc(S(=O)(=O)N2CCOCC2)ccc1NCC1CCCO1 (stereo not drawn)
  -5.8%, -7.0, 4.5%, 0.4%, 0.0%, -3.6%, -3.6%, 15.2%, -0.2%
- COc1ccc(S(=O)(=O)N2CCN(c3ccccc3OC)CC2)cc1
  -1.2%, -15.1, 4.1%, 1.5%, ?, 18.6%, -1.3%, 0.0%&-4.7%, -6.1%
- COc1ccccc1Nc1nc(C)cs1
  12.3%&-0.6%, 10.3&17.7, -3.2%&-4.7%, -8.4%&-7.8%, 2.1%&10.8%, 0.5%&6.0%, 23.7%&39.6%, -3.7%&-4.9%, 8.2%&-6.6%
- Cc1cn(CC(=O)NCCCc2ccccc2)c(=O)[nH]c1=O
  2.2%, 20.0, 1.1%, -1.9%, -7.0%, 6.6%, -0.4%, 3.8%, 1.0%
- CCn1c(SCC(=O)Nc2nc(C)cs2)nnc1-c1ccncc1
  -0.5%, 19.6, -3.1%, 5.9%, -4.5%, 7.1%, 12.0%, 10.7%, 8.5%
- CCN(CC(=O)Nc1c(F)cccc1F)C(=O)CCNS(=O)(=O)c1ccc(C)c(C)c1
  -0.1%, 9.9, -1.2%, 2.9%, -0.6%, 1.9%, -1.3%, 6.2%, -3.6%
- CN1OC[C@@H]2CN[C@H](c3cccc(-c4ccc(C#N)cc4)c3)C[C@@H]21
  0.5%, -16.4, ?, -3.6%, 0.0%, ?, -5.8%, 0.0%, -0.3%
- Cc1cc(OC(=O)N2CCCCC2)cc(C)c1Cl
  -3.5%, 25.0, 7.8%, -3.1%[57.1 µM], 19.1%, ?, 3.4%, 0.4%, -8.7%
- CC(NC(=O)C1CCN(c2nnc(N3CCCC3=O)s2)CC1)c1ccccc1 (stereo not drawn)
  5.9%, 17.6, -15.3%, 8.7%, 6.9%, -1.8%, -26.9%, 10.6%, -8.5%
- CC(=O)c1nn(-c2cccc(Br)c2)cc1C(=O)c1ccccc1
  ?, -4.7, -7.3%, 3.8%, -7.6%, ?, -33.6%, -0.3%, ?
- COc1ccc(-c2nc(-c3ccccn3)no2)cc1
  8.2µM*, -1.5, 3.0%, -2.8%, 0.4%, -3.2%, ?, ?, 9.2µM*
- CCN(CCCNC(=O)COc1cc(=O)n(C)c2ccccc12)c1ccccc1
  7.9%, 21.5, -17.9%, -6.0%, ?, 13.3%, nt, 6.3%, 5.1%
- CCOC(=O)NC1c2ccccc2Oc2ccccc21
  -27.2%, -4.2, -8.4%, 0.2%, 0.0%, -0.4%, -11.7%, -1.5%, -15.3%
- O=C(NC1CCS(=O)(=O)C1)c1cccc(S(=O)(=O)N2CCCCC2)c1 (stereo not drawn)
  15.4%, 21.6, -1.0%, 6.4%, -2.0%, -0.4%, 0.5%, 9.8%, 8.7%
- N#C/C(=C\C=C\c1ccccc1)c1nc(-c2ccc(Cl)cc2)cs1
  8.0%, 11.2, -9.5%, 8.7%, -0.5%, ?, nt, -2.8%, 3.2%

An excerpt from above with just KB-V1 MDR tox.
compound	KB-V1 MDR tox
CN1OC[C@@H]2CN[C@H](c3cccc(-c4ccc(C#N)cc4)c3)C[C@@H]21	0.0%
COc1ccccc1Nc1nc(C)cs1	2.1%&10.8%

Compound activity: PubChem, National Center for Advancing Translational Sciences (NCATS)

Outcome played no part in choosing rows, and some 12% of all compounds hit somewhere here.
